# Pol beta inh: qHTS Assay for Inhibitors of DNA Polymerase Beta | P06746 | AID 485314, 2010 | Pol beta primer extension/strand displacement, fluorescence kinetic | Potency, µM (doses to about 114 µM), for the others: at the top dose activity change, negative = inhibition, actives largely listed as inhibitors | 340,000 tested, 1.3% active; also: potency is read from the fitted curve at half-maximal effect; % is scaled to controls: 0 for no effect and ±100 for the full control effect
#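 Values derive from four-parameter Hill fits of normalized kinetic data: reads at 0 and 10 min following addition of 50 nM substrate to 10 nM Pol beta preincubated 15 min with compound.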
# RGS4 inhibitor: Inhibitors of Regulator of G Protein Signaling (RGS) 4: qHTS. 390,000 tested, 0.039% active. Potency, µM (series often up to 114 µM), for the others: at the top dose activity change, negative = inhibition, usual class: inhibitors. Transcreener GDP fluorescence polarization, RGS4-accelerated GTP hydrolysis. Regulator of G-protein signaling 4 (Homo sapiens), P49798; also: potency is read from the fitted curve at half-maximal effect; % is scaled to controls: 0 for no effect and ±100 for the full control effect; nearly all actives have a fitted effect of over 75% in size; some results filed as inactive show a strong effect at the top dose
#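 MLSMR compounds (23 nl, pin-transferred) preincubated 10 min at room temperature with a 500nM (2x) first reagent, then RGS4 at 900nM (2x) plus Transcreener GDP mix added; fluorescence polarization (620/688 nm) read before and after 90 min at 30 °C.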
# APEX1 inh: qHTS Assay for Inhibitors of the Human Apurinic/apyrimidinic Endonuclease 1 (APE1); DNA repair nuclease/redox regulator APEX1 (Homo sapiens), P27695; recombinant APE1, TAMRA/BHQ-2 abasic DNA cleavage fluorescence; Potency, µM (series often up to 65.8 µM), inactives show top-dose activity change, negative = inhibition, actives largely listed as inhibitors; 350,000 tested, 0.35% active; AID 2517, 2012;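 also: potency is read from the fitted curve at half-maximal effect; plate controls were vehicle for no effect and reference inhibitor for full effect; nearly all actives have a fitted effect of over 55% in size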
#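 Measures dequenching upon AP-site incision of a 5'-TAMRA/3'-BHQ-2 THF-containing duplex, 50 nM; human APE1 0.75 nM after 15 min room-temperature exposure to compound; kinetic three-point read at one-minute spacing.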
# ALOX12 inh: Primary qHTS assay for inhibitors of human arachidonate 12S-lipoxygenase (ALOX12): Round 2. purified 12hLO, xylenol orange hydroperoxide absorbance. Potency, µM (top dose mostly 108 µM), inactives show top-dose activity change, negative = inhibition, usual class: inhibitors. AID 1671190, 2021. 580,000 tested, 1.1% active; also: potency is read from the fitted curve at half-maximal effect; % is scaled to controls: 0 for no effect and ±100 for the full control effect
#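 Hydroperoxide product was detected by ferrous iron/xylenol orange as the 573 to 405 nm absorbance ratio. Arachidonic acid at 40 uM (final) was turned over for 30 min at room temperature by 150 nM human 12hLO, pH 7.0 Hepes buffer, after 15 min compound preincubation.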
# POLH inh: qHTS for Inhibitors of Polymerase Eta; DNA polymerase eta (Homo sapiens), Q9Y253; recombinant Pol eta, fluorescent DNA replication assay; Potency, µM (doses to about 114 µM), for inactives: at the top dose activity change, negative = inhibition, usual class: inhibitors; 390,000 tested, 1.2% active; AID 588591, 2011; also: potency is read from the fitted curve at half-maximal effect; % is scaled to controls: 0 for no effect and ±100 for the full control effect
#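 Pol eta (10 nM) was preincubated with compounds for 15 min at room temperature, after which fluorescent replication substrate (50 nM final) was added to start the reaction. Fluorescence was read kinetically at 0 and 10 min.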
# POLK inh: qHTS for Inhibitors of Polymerase Kappa | DNA polymerase kappa (Homo sapiens), Q9UBT6 | purified Pol kappa, fluorescent DNA synthesis assay, 10 min | Potency, µM (titrated, usually from 107 µM), inactives show at the top dose activity, negative = inhibition, usual class: inhibitors | 400,000 tested, 0.53% active; also: potency is read from the fitted curve at half-maximal effect; % is scaled to controls: 0 for no effect and ±100 for the full control effect
# Target sequence (Q9UBT6 whole entry, looked up): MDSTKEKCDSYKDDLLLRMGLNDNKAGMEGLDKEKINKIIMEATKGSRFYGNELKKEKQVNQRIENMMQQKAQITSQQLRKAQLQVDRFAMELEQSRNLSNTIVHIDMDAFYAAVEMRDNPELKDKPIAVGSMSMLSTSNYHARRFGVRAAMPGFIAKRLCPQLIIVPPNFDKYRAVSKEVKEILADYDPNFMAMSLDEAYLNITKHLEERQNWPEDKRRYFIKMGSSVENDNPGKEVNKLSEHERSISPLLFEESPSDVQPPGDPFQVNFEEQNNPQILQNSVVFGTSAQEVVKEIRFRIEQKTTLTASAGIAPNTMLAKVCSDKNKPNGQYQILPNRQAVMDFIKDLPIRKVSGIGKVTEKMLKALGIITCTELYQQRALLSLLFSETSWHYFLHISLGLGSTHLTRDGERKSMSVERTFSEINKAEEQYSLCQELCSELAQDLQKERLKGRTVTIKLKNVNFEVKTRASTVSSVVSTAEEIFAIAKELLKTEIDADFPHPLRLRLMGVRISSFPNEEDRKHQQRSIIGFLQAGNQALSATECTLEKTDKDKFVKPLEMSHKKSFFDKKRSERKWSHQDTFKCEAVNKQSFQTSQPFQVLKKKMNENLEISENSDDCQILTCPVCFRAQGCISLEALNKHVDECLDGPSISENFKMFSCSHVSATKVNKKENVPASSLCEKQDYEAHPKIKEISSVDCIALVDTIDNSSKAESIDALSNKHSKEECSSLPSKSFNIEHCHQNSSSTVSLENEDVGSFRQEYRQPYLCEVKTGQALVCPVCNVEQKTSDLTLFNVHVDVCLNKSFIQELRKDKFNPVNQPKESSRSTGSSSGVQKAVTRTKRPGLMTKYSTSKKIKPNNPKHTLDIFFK
#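 Here, compound and 10 nM enzyme are combined for 15 min at room temperature; adding 50 nM substrate (final) starts DNA synthesis, tracked by fluorescence at 0 and 10 min against buffer-only wells.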
# Anesthetic bind: qHTS Assay for Identification of Novel General Anesthetics | Ferritin light chain (Equus caballus), P02791 | apoferritin/1-aminoanthracene competitive binding, fluorescence | Potency, µM (doses to about 77.5 µM), for inactives: top-dose activity change, negative = displacement, most hits filed as inhibitors | 350,000 tested, 0.074% active | AID 485281, 2010; also: potency is read from the fitted curve at half-maximal effect; % is scaled to controls: 0 for no effect and ±100 for the full control effect; nearly all actives have a fitted effect of over 20% in size
# Target sequence (P02791 2-175 limits assumed): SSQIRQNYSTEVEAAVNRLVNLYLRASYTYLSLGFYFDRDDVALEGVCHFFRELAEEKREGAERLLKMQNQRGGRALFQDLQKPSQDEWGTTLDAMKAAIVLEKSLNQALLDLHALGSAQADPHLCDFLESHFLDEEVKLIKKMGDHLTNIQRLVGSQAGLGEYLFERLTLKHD
#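 In PBS, apoferritin at 10 uM is loaded with 1-AMA from a 50% saturated solution. After 10 min of compound exposure at ambient temperature, reduced 535 nm fluorescence indicates probe displacement.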
# ERG Ets-DNA blk: qHTS for Small Molecule Inhibitors of the ERG Ets/DNA interaction. fluorescence polarization, His-ERG Ets domain / labelled DNA. Potency, µM (highest dose often 76.9 µM), for inactives: at the top dose FP activity, negative = inhibition, actives largely listed as inhibitors. 370,000 tested, 0.028% active. Transcriptional regulator ERG (Homo sapiens), P11308; active = well fitted inhibition curve with a large enough effect in the polarisation, with a control signal flat; inconclusive = small, poorly fitted or top-dose-only effect, or effect the other way, or a change in a side signal; inactive = no such curve, though single readings can be large or run the other way; the % refers to the polarisation;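 also: polarization taken with two DNA probes labelled with fluorescein and Texas red; potency is read from the fitted curve at half-maximal effect; % of control where 0% means no effect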
#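 His-tagged ERG Ets domain (1 uM in the protein solution; 300mM KCl, 50mM Tris-HCl, 1mM EDTA, 1mM DTT, pH 7.5) received compound, then a probe mix of 5 nM fluorescein-DNA and 100nM Texas-615-DNA. Fluorescence polarization was read for both dyes.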
# LDHA block: qHTS assay for inhibitors of human lactate dehydrogenase. L-lactate dehydrogenase A chain (Homo sapiens), P00338. purified LDHA, NADH/diaphorase-resazurin fluorescence; hits give low values. activity change, % (values are at about 110 or 230 µM). 480,000 tested, 0.15% active. AID 1347041, 2019; in the data active = activity change below about -30%; inconclusive = mostly about -25% to -30%;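 also: plate controls were DMSO wells for no effect and wells without enzyme for full effect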
#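 Resorufin fluorescence (ex540/em590), read at 0 and 20 min after diaphorase/resazurin addition, reports the NADH left after a 5 min room-temperature reaction of 2 nM human LDH5 with 0.06 mM NADH and 0.2 mM pyruvate.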
# * hit, by the source's call; ? = inconclusive; / = not tested or not shown; & = joins results of further samples; [ ] = remark or other dose. Unless noted, calls follow the shape of the dose curve; as a rule, active = well fitted curve in the direction sought with a large enough effect; inconclusive = small, poorly fitted or top-dose-only effect, or another doubt; inactive = no such curve, though single readings can be large; an effect the other way counts as inactive or inconclusive. A portion of the library (hit frequency here may not be typical).
SMILES,Pol beta inh,RGS4 inhibitor,APEX1 inh,ALOX12 inh,POLH inh,POLK inh,Anesthetic bind,ERG Ets-DNA blk,LDHA block
COc1ccc(C(CNC(=O)c2cccnc2SC)N2CCOCC2)cc1 (centres undefined),17%,-7%,8%,65%[activator],-12%,8%,-13%,-3%,3
CC1=CCC(C(=O)N/N=C/c2cccs2)C(c2ccc(F)cc2)C1 (centres undefined),6%,-1%,-5%,206%[activator],-26%,-4%,-18%,-8%,-3
CCOc1ccc(NC2=NC(C)(C)N=C(N)N2)cc1,16%,-3%,-5%,36%[activator],0%,-12%,-2%,3%,-7
Clc1ccc(-c2cn3cc(Cl)ccc3n2)cc1,28%,-7%,-2%,23%&9%,0%,-11%,7%,-5%,-4&-1
CC(=O)c1c(C)oc2ccc(N(C(=O)c3ccncc3)S(=O)(=O)c3ccc(F)cc3C)cc12,3%,-22%,/,-14%,-19%,-2%,?,-7%,4
Cc1nc2ncccn2c1-c1csc(Nc2cccc(C(=O)O)c2)n1,7%,?,27%,?,-9%,-8%,15%,3%,8
CCC(C(=O)NCCCN1CCOCC1)n1c2ccccc2c2nc(=O)cc(C)n21 (centres undefined),0%,7%[11.4 µM],6%,7%,-16%,-24%,-3%,0%,-8
CCS(=O)(=O)N1Cc2ccccc2CC1C(=O)OCC(=O)Nc1ccc(C)cc1 (centres undefined),-18%,-27%,10%,0%,?,-12%,-15%,5%,-1
CCOC(=O)N1CCN(C(=S)NC(=O)c2ccc(F)cc2)CC1,1%,-29%,-1%,-11%,-3%,-6%,-3%,-6%,-5
COc1ccc(OC)c(S(=O)(=O)N2CCN(c3ccccn3)CC2)c1,0%,-15%,-3%,-6%[57.4 µM],-9%,-7%,-7%,/,0
CC1CCCN(C(=O)COC(=O)Cc2ccc(Cl)cc2)C1 (centres undefined),4%,-13%,-7%,-11%,-13%,1%,?,4%,0
CC[C@H](C)Cc1cn([C@@H](CCCN=C(N)N)C(=O)NCCCCCCCCCCC(=O)N2CCNCC2)nn1,/,16%,-5%,-10%,-8%,-11%,/,22%,-6
CCCCC(=O)OC1=CN(Cc2ccccc2)S(=O)(=O)c2ccccc21,4%,-2%,/,-24%,-26%,1%,130%[activator],-2%,6
O=C(COC(=O)CNC(=O)c1ccc(Cl)cc1Cl)NC1CCCCCCC1,/,-2%,1%,-30%,2%,4%,/,2%,-2
CCS(=O)(=O)N1CCN(c2ccccc2)CC1,0%,12%,5%,11%,-19%,1%,-11%,7%,-14
Cc1cccc(NC(=O)c2cccc(S(=O)(=O)Nc3c(C)n(C)n(-c4ccccc4)c3=O)c2)c1,/,15%,/,-1%,?,-16%,/,-12%,3
O=C(N/N=C/c1cccs1)c1cc(C2CC2)nc2ccccc12,1%,-14%,-4%,-10%,-5%,-6%,2%,8%,-8
CCOC(=O)/C=C/C(=O)Nc1ccc(S(=O)(=O)Nc2c(C)cc(C)cc2C)cc1,7%,-24%,8%,1%,-17%,-15%,-11%,-12%,-16
CCN(C(=O)CSc1nc2ccccc2n1CC(C)C)c1c(N)n(Cc2ccccc2)c(=O)[nH]c1=O,/,-20%,/,224%[activator],-4%,7%,/,6%,-2
Cc1[nH]c(-c2ccc(F)cc2)cc1C(=O)N1CCN(c2ccc(Cl)cc2)CC1,14%,-6%,-4%,-10%,-21%,-11%,-1%,1%,0
CNC(=S)N(CCCN(C)C)Cc1cc2cc3c(cc2[nH]c1=O)OCCO3,29%,-3%,24%,11%,-16%,2%,-2%,8%,3
CCc1ccccc1NC(=O)c1cc(S(=O)(=O)N(CC)c2ccccc2)ccc1F,12%,-12%,/,3%,-17%,-9%[60.1 µM],-11%,-3%,-4
Cc1ccnc2c1ccc1c(C)ccnc12,/,-4%,3%,/,-6%,14%,/,-2%,8
COc1cc(/C=N/NC(=O)c2ccncc2)ccc1OCC(=O)Nc1ccccc1,0%,13%,-4%,0%,9%,-6%,0%,-1%,-6
O=C(NCC(=O)N(Cc1cccs1)C(C(=O)NC1CCCC1)c1ccco1)c1cccs1 (centres undefined),0%,-19%,-1%,0%,-18%,3%,?,-11%,-4
CCc1ccc(OCCSc2nc(-c3cccc(C)c3)nc3cc(=O)[nH]n23)cc1,-2%,1%,/,-1%,-1%,1%,2%,7%,-3
Cc1ccccc1OCCCC(=O)Nc1ccc(S(=O)(=O)Nc2onc(C)c2C)cc1,32%,-4%,-3%,-23%,-13%,-2%,-4%,2%,1
O=C(CNC(=O)c1cccs1)N/N=C/c1ccc(O)cc1O,9%,1%,-3%,-3%,?,-5%,?,-7%,14
COc1ccc(OC)c(NC(=O)C(Sc2ccccc2)c2ccccc2)c1 (centres undefined),3%,18%,-11%,/,-27%,-14%,70%[activator],-3%,5
O=C(CSc1nc2scc(-c3ccccc3)c2c(=O)[nH]1)N1CCCCC1,-10%,-21%,-4%,-23%,-17%,5%,-21%,36%[activator],1
COCCNC(=O)CN(C(=O)CCC(=O)Nc1cc(C)on1)c1ccccc1C,1%,24%,5%,8%,-7%,-12%,-7%,-5%,-14
CCN(CC)S(=O)(=O)c1ccc(C(=O)NCc2nnc(SCC(=O)OC)n2C)cc1,13%,22%,1%,6%,-11%,-5%,-7%,-6%,-1
CC(CNC(=O)Cn1c(-c2cccs2)cc2cc(Cl)ccc21)c1ccccc1 (centres undefined),25%,-5%,/,-18%,-7%,-4%,-1%,-2%,-17
COc1ccc(CN(C(=O)c2cc3ccccc3oc2=O)C2CCCCC2)cc1OC,32%,2%,0%,0%,-3%,-3%,-10%,12%,0
CCOC(=O)N1CCN(C(=O)CSc2nc(-c3cccc(C)c3)ns2)CC1,28%,-52%[56.9 µM],-4%,?,-12%,-4%,?,-1%,-7
CCOc1cc(C2CC(=O)Nc3c2c(C)nn3-c2nc(C)cc(C)n2)ccc1O (centres undefined),0%,-9%,/,-7%,-5%,5%,-5%,-2%,1

# Looked up above.
# Entry of CCOc1ccc(NC2=NC(C)(C)N=C(N)N2)cc1 in POLH inh: 0%
# Entry of CC[C@H](C)Cc1cn([C@@H](CCCN=C(N)N)C(=O)NCCCCCCCCCCC(=O)N2CCNCC2)nn1 in POLK inh: -11%
# Entry of Cc1ccnc2c1ccc1c(C)ccnc12 in LDHA block: 8

# Next section:
SMILES,Pol beta inh,RGS4 inhibitor,APEX1 inh,ALOX12 inh,POLH inh,POLK inh,Anesthetic bind,ERG Ets-DNA blk,LDHA block
Clc1ncc(CSc2ccccc2)s1,56%,3%,7%,4%,-16%,-7%,?,-7%,-5
CN(C)S(=O)(=O)c1ccc(C(=O)Nc2ccccc2F)cc1,1%,-8%,-3%,0%,-6%,-8%,-16%,2%,0
CCc1c(C)c2ccc(O)c(CN(C)C)c2oc1=O,16%,-6%,-7%,0%,7%,2%,/,-3%,5
COc1ccc(NC(=O)CC(C)c2ccccc2)c([N+](=O)[O-])c1 (centres undefined),34%,-20%,4%,-16%,-12%,-2%,-7%,9%,-3
Cc1cccc(N2C(=O)N(Cc3ccc(C(C)(C)C)cc3)c3ccccc3S2(=O)=O)c1,-10%,20%,/,-14%,-6%,-8%[60.1 µM],8%,-5%,-2
COc1ccc(N2CCN(CCNS(=O)(=O)c3cccc4nsnc34)CC2)cc1,-3%,-27%[11.4 µM],-2%,0%,?,-10%,7%,2%,0
COc1cc(/C=C(/NC(=O)c2ccccc2Cl)C(=O)O)cc(OC)c1OC,3%,-13%,-2%,-2%,-14%,3%,-4%,4%,2
C=CCn1c(SCC(=O)Nc2cc(OC)c(NC(=O)c3ccco3)cc2OC)nnc1-c1ccncc1,26%,-30%,-1%,-18%,8%,-3%,-9%,11%,-5
COC(=O)[C@@]1(C)[C@H]2C(=O)N(C)C(=O)[C@H]2[C@H]2CN=C(SCc3ccccc3)N21,/,-2%,15%,-60%,-15%,13%,/,-2%,0
Clc1ccccc1CNCC1CCCO1 (centres undefined),10%,25%,38%,5%,2%,-5%,-6%,6%,-12
CN(C)CCN(CC1CCCN(Cc2ccccc2F)C1)C(=O)c1ccc(F)cc1 (centres undefined),45%,4%,-13%,17%,1%,-2%,-8%,20%,1
C=CCn1c(C)cc(C(=O)CSc2nnc3c(Cl)cc(Cl)cn23)c1C,21%,14%,2%,1%,3%,-3%,-21%,-6%,-4
CS(=O)(=O)N1CCc2cc(S(=O)(=O)N3CCCCC3)ccc21,4%,-25%,-1%,?,3%,-3%,-14%,0%,2

# Screening data deposited in PubChem BioAssay by National Center for Advancing Translational Sciences (NCATS).
